Bioassay records deposited in PubChem by National Center for Advancing Translational Sciences (NCATS).
EPAC2 antag: EPAC2 (human) antagonism; Q8WZA2; EPAC2 GEF exchange of Rap1B-BODIPY-GDP, fluorescence; Potency, µM (series often up to 114 µM), for inactives: at the highest dose activity, negative = inhibition, most hits filed as inhibitors; 360,000 compounds, 0.18% hits; AID 720708; also: potency is read from the fitted curve at half-maximal effect; % is scaled to controls: 0 for no effect and ±100 for the full control effect; nearly all actives have a fitted effect of over 45% in size; many of its hits are not listed in these tables
Target sequence (Q8WZA2 whole entry, looked up): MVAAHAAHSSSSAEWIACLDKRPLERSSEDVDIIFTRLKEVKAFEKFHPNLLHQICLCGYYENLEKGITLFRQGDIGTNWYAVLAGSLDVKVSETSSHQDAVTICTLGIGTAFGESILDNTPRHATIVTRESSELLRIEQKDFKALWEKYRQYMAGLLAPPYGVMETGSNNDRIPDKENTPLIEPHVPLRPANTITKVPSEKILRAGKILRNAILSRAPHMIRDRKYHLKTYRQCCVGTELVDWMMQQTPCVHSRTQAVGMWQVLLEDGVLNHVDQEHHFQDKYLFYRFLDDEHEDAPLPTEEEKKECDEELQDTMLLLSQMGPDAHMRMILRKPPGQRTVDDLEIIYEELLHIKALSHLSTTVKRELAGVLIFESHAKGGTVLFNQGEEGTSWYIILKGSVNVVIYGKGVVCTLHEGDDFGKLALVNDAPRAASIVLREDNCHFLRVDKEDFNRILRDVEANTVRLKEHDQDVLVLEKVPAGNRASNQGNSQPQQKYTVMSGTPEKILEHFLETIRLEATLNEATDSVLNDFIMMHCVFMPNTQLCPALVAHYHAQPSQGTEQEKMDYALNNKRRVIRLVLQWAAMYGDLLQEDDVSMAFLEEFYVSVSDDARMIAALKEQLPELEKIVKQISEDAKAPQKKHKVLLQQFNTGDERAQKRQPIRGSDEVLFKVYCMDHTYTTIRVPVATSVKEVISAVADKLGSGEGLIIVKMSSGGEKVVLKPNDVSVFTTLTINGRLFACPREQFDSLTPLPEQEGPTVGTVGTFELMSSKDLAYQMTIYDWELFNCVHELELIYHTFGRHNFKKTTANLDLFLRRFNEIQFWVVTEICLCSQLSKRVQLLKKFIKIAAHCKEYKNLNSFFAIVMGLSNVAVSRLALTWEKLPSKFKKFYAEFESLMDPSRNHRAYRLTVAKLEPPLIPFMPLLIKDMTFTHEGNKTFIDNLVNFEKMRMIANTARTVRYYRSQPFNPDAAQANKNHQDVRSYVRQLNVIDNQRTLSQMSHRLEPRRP
PTHR1 agonist: activates the human parathyroid hormone receptor PTHR1. AID 743266. HEK293 GP2 PTHR1 cells, GloSensor cAMP luminescence, 1 h. Q03431. Potency, µM (top dose mostly 115 µM), for the others: top-dose activation, hits mostly activators. 410,000 compounds, 0.075% hits; also: potency is read from the fitted curve at half-maximal effect; nearly all actives have a fitted effect of over 55% in size; some results filed as inactive show a strong effect at the top dose; inactives centre near -15; many of its hits are not listed in these tables
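HEK-293-derived GP2 cells expressing PTHR1 and a GloSensor cAMP reporter, 3,000/well, plated overnight, given luciferin plus IBMX (each 0.5 mM as added) for 1 h at 37 °C, then compound for 1 h at 37 °C. Luminescence was read after 15 min at room temperature.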
pAkt inh: blocks phosphorylation of Akt; Neuro2A IGF-stimulated pAkt S473 HTRF, 20 min; active compounds read low; activity change, % for hits at 50 µM; 360,000 compounds, 0.32% hits; AID 651550; in the data active = activity change below about -80%; inconclusive = mostly about -51% to -80%; also: % is scaled to controls: 0 for no effect and ±100 for the full control effect
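Neuro2A cells in DMEM with 0.5% FBS, overnight at 37 deg C, given compound at single 50 µM final, then IGF (6 nM final) for 20 min at 37 deg C. Lysed; phospho-Akt Ser473 by HTRF after 24 h, 665/615 ratio.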
Mm-Cpn inhibitor: M. maripaludis TRiC chaperonin inhibition; Potency, µM (titrated, usually from 76.9 µM), without a hit: top-dose activity, negative = inhibition, most hits filed as inhibitors; 330,000 compounds, 0.031% hits; purified Mm-Cpn ATPase, ADP Transcreener TR-FRET; also: potency is read from the fitted curve at half-maximal effect; % is scaled to controls: 0 for no effect and ±100 for the full control effect; nearly all actives have a fitted effect of over 80% in size
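Inhibition of chaperonin ATP hydrolysis is measured as reduced ADP production, detected by competitive TR-FRET in which signal falls with ADP. Final enzyme 25 nM and ATP 10 uM, reacted 30 min at 37°C.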
CCT modulator: cytosolic chaperonin activity modulation | activity change, % (test concentration not listed), hits read low | purified chaperonin ATPase assay, HTRF ADP detection, 30 min | AID 651819 | 360,000 compounds, 0.3% hits; in the data active = activity change below about -30%; also: % is scaled to controls: 0 for no effect and ±100 for the full control effect
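We incubate TRiC, 40 or 20 nM final, with library compounds at 76 uM and 10 uM ATP for 30 min at 37 °C. ADP formed is detected with Transcreener HTRF reagents after 30 min at room temperature.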
D3 ag: agonists of human D3 dopamine receptor | P35462 | D3R DiscoveRx beta-arrestin cells, luminescence, 90 min | max activation, % | 410,000 compounds, 0.58% hits | AID 652048; in the data active = max activation above about 30%; also: 0% is about no effect; mostly tested at two doses, the higher about 12 µM
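Agonist-mode cell screen: cells plated at 1500/well and incubated overnight at 37 °C, then exposed to library compounds for 90 min at 37 °C. Detection reagent was added for 30–60 min at room temperature, and luminescence was read.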
DRD3 antagonist: antagonists of human D3 dopamine receptor; max response, negative = inhibition, %; D3R cells, DiscoveRx beta-arrestin luminescence, antagonist mode; active compounds read low; 360,000 compounds, 2.5% hits; P35462; in the data active = max response below about -50%; inconclusive = no clear call, values can overlap the other calls; also: % is scaled to controls: 0 for no effect and ±100 for the full control effect; mostly tested at two doses, the higher about 12 µM
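Cells plated overnight at 1500 cells/well, then exposed to library compounds with dopamine controls for 90 minutes at 37 degrees C. DiscoveRx reagent added for 30–60 minutes at room temperature; luminescence read, quantitative HTS format.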
EPAC2 agonist: EPAC2 (human) agonism; EPAC2 activation, biochemical qHTS; response scale: 100% = 6.5 mM cAMP response; Potency, µM (titrated, usually from 154 µM), inactives show top-dose activation, most hits filed as activators; 360,000 compounds, 0.079% hits; AID 720711; also: potency is read from the fitted curve at half-maximal effect; nearly all actives have a fitted effect of over 50% in size
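Compounds were titrated in qHTS against a Rap1B-BODIPY-GDP (250 nM) complex with EPAC2 (100 nM) and GDP (50 uM). BODIPY-GDP release tracked at 480/540 nm over 30 min at room temperature, normalized to 6.5 mM cAMP.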
Numbers without * were called inactive; i = inactive; ? = inconclusive; · = no result given; & = joins results of further samples; [ ] = dose if it differs, or a comment. Unless noted, calls follow the shape of the dose curve; as a rule, active = well fitted curve in the direction sought with a large enough effect; inconclusive = small, poorly fitted or top-dose-only effect, or another doubt; inactive = no such curve, though single readings can be large; an effect the other way counts as inactive or inconclusive. Not all compounds are listed (hit frequency here may not be typical).

SMILES	EPAC2 antag	PTHR1 agonist	pAkt inh	Mm-Cpn inhibitor	CCT modulator	D3 ag	DRD3 antagonist	EPAC2 agonist
CN(C(=O)COC(=O)c1c2c(nc3ccccc13)CCCC2)c1c(N)n(Cc2ccccc2)c(=O)[nH]c1=O	-2%	-6%	i	-2%	1.0	-1	10	0%
CN1[C@@H](COCc2ccccc2)C=CS1(=O)=O	14%	-17%	i	·	-0.5	-9	0	9%
COc1cc2c(cc1OC)C(c1ccccc1)NC(C)(C)C2 (stereo not drawn)	0%	0%	i	2%	-0.1	0	-8	11%
COc1ccc(NC(=O)CSc2ccc3c(c2)OCCO3)cc1S(N)(=O)=O	-4%	-17%	i	-1%	-3.4	9	-2	9%
COc1ccc(CNC(=O)C2(CC3CC(c4ccccc4)=NO3)CCN(C(=O)c3cccc(O)c3)CC2)cc1 (stereo not drawn)	-9%	-21%	i	·	-1.0	7	-5	8%
O=C(c1cccc(Oc2ccc([N+](=O)[O-])cc2Cl)c1)N1CCOCC1	1%	-22%	i	-3%	-1.4	4	2	-7%
N#Cc1ccc(OCC(=O)Nc2ccc3[nH]c(=O)[nH]c3c2)cc1	0%	-14%	i	3%	1.1	6	0	1%
CCCN(CCC)C(=O)CSc1nc2ccccc2c(=O)n1CC1COc2ccccc2O1 (stereo not drawn)	?	i	i	-1%	-1.5	1	-25	-3%
CNCCc1ccccn1	5%	-25%	i	2%	-9.0	0&-17	0	-2%
COc1ccccc1C1/C(=C(/O)c2ccc(C)cc2)C(=O)C(=O)N1CC(C)O (stereo not drawn)	12%	i	i	0%	-1.3	2	51	3%
COc1cc(NS(=O)(=O)c2ccc3[nH]c(=O)[nH]c3c2)cc(OC)c1	3%	i	i	-2%	-0.9	14&0	-4	9%
C/C=C/c1ccc2c(c1)O[C@@H](CN(C)C(=O)c1ccc(F)cc1)[C@@H](C)CN([C@H](C)CO)S2(=O)=O	-1%	-29%	i	·	-2.4	4	2	4%
O=C(c1ccc(F)cc1)N1CCN2C(=O)c3ccccc3C12c1ccc(Cl)cc1 (stereo not drawn)	-18%	i	i	3%	-8.0	-11	-24	18%
CC1=N/C(=C\c2ccc([N+](=O)[O-])cc2)C(=O)N1c1ccc(F)cc1F	-15%	-7%	i	2%	-6.6	-2	-10	3%
Cc1ccc(/C(N)=N/OC(=O)Cc2cccc3ccccc23)cc1	-35%	-61%[inhibitor]	i	-6%	2.5	-3	-12	-3%
Brc1ccc(OCc2cn3ccccc3n2)cc1	-13%	-31%[inhibitor]	i	1%	2.2	-4	15	-2%
CC1(OC(=O)C2CCCC2)C(=O)C=C2C=C(c3ccc(C#N)cc3)OC=C2C1=O (stereo not drawn)	9%	-25%	i	·	-0.6	1	1	3%
COc1ccc(CC2(CO)CCN(Cc3cccc4nccnc34)CC2)cc1	13%	i	i	-14%	0.3	-8	-23	4%
COc1cc(/C=N/NC(=O)C(C)n2nnc3ccccc32)ccc1O (stereo not drawn)	1%	-8%	i	0%	-1.3	4	17	-2%
COc1ccc(/C=C/C(=O)c2ccncc2)c2ccccc12	-4%	i	i	1%	0.6	-2	-27	19%
O=C1C(=Cc2ccc(Br)o2)C(=O)c2ccccc21	-6%	-14%	i	1%	-5.5	-8	-22	8%
CCCNC(=O)C1(C)CCCN(Cc2cccs2)C1 (stereo not drawn)	-2%	i	i	·	-0.2	-5	-13	8%
CSc1nc(NCCN(C)C)c2sc3nc(-c4ccco4)c4c(c3c2n1)CCC4	11%	-22%	i	·	-0.9	-7	-24	17%
Cc1ccc(S(=O)(=O)N2CCN(S(=O)(=O)c3ccc(C)cc3)C2c2ccccc2)cc1	10%	i	i	-3%	-1.3	-3	-13	2%
COc1ccccc1NC(=O)c1ccccc1NS(=O)(=O)N1CCCC1	3%	-11%[57.5 µM]	·	0%	-4.0	2	14	4%

An excerpt from further up, for reference:
SMILES	EPAC2 antag	PTHR1 agonist	pAkt inh	Mm-Cpn inhibitor	CCT modulator	D3 ag	DRD3 antagonist	EPAC2 agonist
CC1=N/C(=C\c2ccc([N+](=O)[O-])cc2)C(=O)N1c1ccc(F)cc1F	-15%	-7%	i	2%	-6.6	-2	-10	3%
Cc1ccc(/C(N)=N/OC(=O)Cc2cccc3ccccc23)cc1	-35%	-61%[inhibitor]	i	-6%	2.5	-3	-12	-3%
Brc1ccc(OCc2cn3ccccc3n2)cc1	-13%	-31%[inhibitor]	i	1%	2.2	-4	15	-2%
CC1(OC(=O)C2CCCC2)C(=O)C=C2C=C(c3ccc(C#N)cc3)OC=C2C1=O (stereo not drawn)	9%	-25%	i	·	-0.6	1	1	3%
COc1ccc(CC2(CO)CCN(Cc3cccc4nccnc34)CC2)cc1	13%	i	i	-14%	0.3	-8	-23	4%
COc1cc(/C=N/NC(=O)C(C)n2nnc3ccccc32)ccc1O (stereo not drawn)	1%	-8%	i	0%	-1.3	4	17	-2%
COc1ccc(/C=C/C(=O)c2ccncc2)c2ccccc12	-4%	i	i	1%	0.6	-2	-27	19%
O=C1C(=Cc2ccc(Br)o2)C(=O)c2ccccc21	-6%	-14%	i	1%	-5.5	-8	-22	8%
CCCNC(=O)C1(C)CCCN(Cc2cccs2)C1 (stereo not drawn)	-2%	i	i	·	-0.2	-5	-13	8%
CSc1nc(NCCN(C)C)c2sc3nc(-c4ccco4)c4c(c3c2n1)CCC4	11%	-22%	i	·	-0.9	-7	-24	17%
Cc1ccc(S(=O)(=O)N2CCN(S(=O)(=O)c3ccc(C)cc3)C2c2ccccc2)cc1	10%	i	i	-3%	-1.3	-3	-13	2%
COc1ccccc1NC(=O)c1ccccc1NS(=O)(=O)N1CCCC1	3%	-11%[57.5 µM]	·	0%	-4.0	2	14	4%

More results.
SMILES	EPAC2 antag	PTHR1 agonist	pAkt inh	Mm-Cpn inhibitor	CCT modulator	D3 ag	DRD3 antagonist	EPAC2 agonist
C[C@H]1CN([C@@H](C)CO)C(=O)CCCn2nncc2CO[C@@H]1CN(C)S(=O)(=O)c1cccc(F)c1	1%	-18%	i	·	-1.8	6	26	5%
Cc1ccccc1C(=O)N1CCC(C(=O)OCC(=O)Nc2cccc([N+](=O)[O-])c2C)CC1	0%	i	i	3%	0.0	0	6	0%
C=CCNC(=O)C1CCCN(S(C)(=O)=O)C1 (stereo not drawn)	-15%	-13%[57.5 µM]	i	-1%	-2.9	-4	-15	8%
COC(=O)c1cc2ccsc2n1CC(=O)Nc1ccc(N(C)C)cc1	-1%	-9%[57.5 µM]	i	1%	0.2	-2	13	-5%
O=C(COc1ccc(Cl)cc1Cl)NN1C(=O)C2C3C=CC([C@@H]2C1=O)C31CC1 (stereo partly drawn)	-3%	i	i	0%	-1.4	-2	-14	12%
Cc1noc(/C=C/N(C)C)c1S(=O)(=O)N1CCCC(C(=O)N2CCc3ccccc32)C1 (stereo not drawn)	3%	-3%	i	·	0.9	-2	-1	3%
O=C(CN1CCCCC1)NCCNC(=O)CN1CCCCC1	6%	-12%[57.5 µM]	i	1%	-5.8	0	18	-2%
Cc1cccc(OCCC(=O)Nc2c(C)n(C)n(-c3ccccc3)c2=O)c1	-3%	i	i	-3%	0.8	1	1	8%
CC(NC(=O)CSc1n[nH]c(=O)n1C1CC1)C12CC3CC(CC(C3)C1)C2 (stereo not drawn)	0%	i	i	0%	-0.8	-3	?	4%
Cc1nc2ccc(NC(=O)c3ccc(Cl)s3)cc2s1	-15%	-25%	i	-2%	-1.3	-11	?	-3%
CC(=O)Nc1ccc(S(=O)(=O)NC2=NCN(c3cccc([N+](=O)[O-])c3)CN2)cc1	7%	-10%	i	1%	0.3	7	2	6%
Cc1ccc(C(=O)NCC(=O)N2CCCCCC2)cc1	-4%	i	i	5%	-0.5	6	9	12%
COc1ccc(C)cc1Nc1nc(C)nc2sc(C)cc12	-23%	-6%	i	-2%	1.2	3	13	12%
Cc1ccccc1OCc1nc2ccccc2c(=O)n1/N=C/c1cn[nH]c1-c1ccc(Br)cc1	-22%	i	i	-1%	2.0	4	101	-10%
O=C(Nc1ccccc1C(=O)OCC(=O)c1c[nH]c2ccccc12)c1ccco1	-6%	-4%	i	?	-2.5	35*	19	10%
Cc1cc(C(=O)N2CCCC(C(=O)c3ccc(Oc4ccccc4)cc3)C2)n[nH]1 (stereo not drawn)	-14%	-28%	i	1%	-3.7	0	27	1%
COc1cccc(-n2nnc3c(=O)n(Cc4ccc(Cl)cc4)cnc32)c1	6%	-23%[57.5 µM]	i	-1%	-2.6	2	16	-1%
COc1ccc(S(=O)(=O)N2CCC(C(=O)NCCC(=O)NCc3ccccc3OC)CC2)cc1	1%	-43%	i	0%	-0.2	-7	-11	3%
COc1ccc(C2SCC(=O)N2Cc2ccccc2)cc1 (stereo not drawn)	?	-38%[inhibitor]	i	0%	0.2	4	16	1%
CCOc1ccccc1C(=O)OCC(=O)NCCc1ccc(OC)cc1	-3%	i	i	1%	0.2	-3	-3	4%
O=C(NCc1ccccn1)c1cccc(NS(=O)(=O)c2ccccc2)c1	0%	i	i	2%	-0.4	-6	-21	12%
CN(Cc1ccccc1)Cc1nc2scc(-c3ccccc3)c2c(=O)[nH]1	7%	-17%	i	-6%	1.3	7	17	8%
CCOC(=O)N1CCC(NC(=O)Cn2ncc3ccccc32)CC1	21%	i	i	0%	-0.8	1	-8	7%
CC(C)N(CCNC(=O)c1ccc(NC2=NC3CS(=O)(=O)CC3S2)cc1)Cc1ccco1 (stereo not drawn)	-3%	i	i	-1%	-2.0	3	3	2%
